RSV antiviral HEp-2: RSV antiviral activity via CPE protection, HEp-2 cells, primary 10 µM value included (AID 2391). HEp-2 cells, RSV-induced CPE inhibition; higher % means a stronger effect. 310,000 tested, 0.13% active. CPE inhibition, % at 10 µM; hits with a dose series show IC50 in µM; in the data active = a potency from the dose series; inconclusive = CPE inhibition mostly from about 23% at the one dose, without a potency; inactive = the rest, 99 in 100 with CPE inhibition below about 21%; note: strong numbers were not always called active
PhoP inhibition: inhibitors of PhoP regulon expression, primary screen, Salmonella Typhimurium, GFP reporter (AID 1863). S. Typhimurium PhoP-regulated promoter GFP reporter, 4 h; higher % means a stronger effect. one-dose inhibition, % at 50 µM; IC50 in µM for titrated hits. 300,000 tested, 0.16% active;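 active = inhibition over 29.93%, a cutoff 3 SD above the screen mean, later confirmed by dose response; inconclusive = inhibition over 29.93% but no dose response follow-up; inactive = inhibition at most 29.93% or unconfirmed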;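 note: 0% = low Mg2+ inducing control and 100% = high Mg2+ repressing control; strong numbers were not always called active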
WT yeast gro inh: growth inhibition of WT yeast, mitochondrial fusion screen; mitochondrial fusion phenotypic screen, WT strain; 190,000 tested, 2.1% active; inhibition, % at 10 µM; in the data active = inhibition above about 58%; tested in S. cerevisiae
b-catenin transl: beta-catenin nuclear translocation modulation; HeLa beta-catenin nuclear translocation, immunofluorescence imaging; 190,000 tested, 0.3% active; nuclear translocation activity, % at 5 µM;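 active = nuclear translocation activity above 50% at 5 µM, with a well cell count of 50 or more; inconclusive = wells under 50 cells across six images, flagged as toxic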;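 note: per-cell ratio of nuclear to cytoplasmic median beta-catenin stain intensity; plate controls were DMSO negative control for no effect and GSK-3 inhibitor IX positive control for full effect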
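Test system: HeLa cells, endogenous beta-catenin; Compound: single 5 µM dose plus 0.02–20 µM confirmation series; Times: compound exposure 24 h at 37°C; Signal: fluorescence imaging of beta-catenin antibody stain plus DAPI; Read-out: % activation, nuclear-to-cytoplasmic median beta-catenin signal ratio per cell.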
MgcRacGAP inhibition: MgcRacGAP GTPase-activating activity inhibitors, confirmation, biochemical, ADP Hunter fluorescence. MgcRacGAP-stimulated Rac1 GTP hydrolysis, ADP Hunter fluorescence; higher % means a stronger effect; GST-tagged Rac1 F28L mutant substrate. inhibition, % at 30 µM; hits with a dose series show IC50 in µM. 340,000 tested, 0.6% active. AID 624330;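 active = first-screen hits whose inhibition reached a set limit at any dose in the follow-up dose series; inconclusive = inhibition above the set first-screen limit but never retested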;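 note: fluorescence reports GDP produced by GAP-driven GTP hydrolysis; strong numbers were not always called active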
SV40 large T antigen: SV40 large T antigen inhibitors, biochemical (AID 1903) | SV40 large T antigen ATPase/helicase inhibition assay; higher % means a stronger effect | inhibition, % at 20 µM; hits with a dose series show IC50 in µM | 310,000 tested, 0.39% active; in the data active = a potency from the dose series; inconclusive = inhibition mostly from about 32% at the one dose, without a potency; inactive = the rest, 99 in 100 with inhibition below about 32%; note: strong numbers were not always called active
Myeloid diff MLP: myeloid differentiation induction; ER-HoxA9 myeloid progenitors, lysozyme-GFP differentiation, flow cytometry; AID 624256; 360,000 tested, 1% active; calls only at 10 µM;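 active = normalized GFP-positive differentiation at or above the plate's own cutoff, the solvent-only control mean plus 3 SD; inconclusive = no clear call, values can overlap the other calls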;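 note: cells exposed to compound for four days before flow analysis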
West Nile virus CPE: West Nile virus antiviral activity, cell-based, CPE readout (AID 1621) | 290,000 tested, 0.02% active | West Nile virus-infected cells, CPE inhibition; higher % means a stronger effect | one-dose CPE inhibition, % at 10 µM; IC50 in µM for titrated hits; in the data active = a potency from the dose series; inconclusive = CPE inhibition mostly from about 3.7% at the one dose, without a potency; inactive = the rest, 99 in 100 with CPE inhibition below about 2.2%; note: strong numbers were not always called active
T cell HTS: modulates CD8 T cell binding to vesicles. 330,000 tested, 0.068% active. calls only at 7 µM. 2C CD8+ T cell-vesicle binding, flow cytometry; active compounds read low;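 active = response, share of CD8 T cells binding vesicles, and their 90th percentile fluorescence all below set limits, cut at about 80% in these data, passing the limit was not always enough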
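material = purified 2C TCR transgenic mouse naive CD8+ T cells | controls = Unloaded micro-vesicles (low), QL9 vesicles with 0.7% DMSO (high) | detection = cytometric PE anti-B7-1 and Alexa647 anti-CD8 signals after 1% paraformaldehyde fixation | incubation = binding step 1.5 h, 37 °C, antibody labelling 20 min, ice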
WT yeast gro inh mutant strain: further read-out of WT yeast gro inh, marked with its call; inhibition, %; mitochondrial fusion phenotypic screen, mutant strain inhibition
b-catenin transl cell count 5 µM: recorded beside b-catenin transl, whose call it bears; cell count; measured here: cell count, cytotoxicity flag
T cell HTS vesicle-bound %: recorded beside T cell HTS, whose call it bears; double positive events, %; measured here: CD8+ vesicle-bound cell fraction;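 binding gate set so that unloaded-vesicle control wells show 10% double positive cells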
Myeloid diff MLP GFP+ MAC1+ %: also measured in Myeloid diff MLP; calls as there; GFP+ MAC1+ double positive, %; measured here: differentiation confirmed by MAC1 staining
The depositor's hits bear a star; i = inactive; ? = inconclusive; · = not tested or not shown.

SMILES	RSV antiviral HEp-2	PhoP inhibition	WT yeast gro inh	WT yeast gro inh mutant strain	b-catenin transl	b-catenin transl cell count 5 µM	MgcRacGAP inhibition	SV40 large T antigen	Myeloid diff MLP	Myeloid diff MLP GFP+ MAC1+ %	West Nile virus CPE	T cell HTS	T cell HTS vesicle-bound %
CC(NS(=O)(=O)c1cccc(Cl)c1)C(=O)Nc1ccc(-c2nc3ccccc3s2)cc1 (centres undefined)	8.4%	7%	10	10	-3.9	1220	12%	0%	i	0.2	-0.2%	i	34
C=CCn1c(SCc2ccccc2)nc(O)cc1=O	1.5%	-4%	4	-19	-14	946	7%	8%	i	1.1	0.0%	i	35
O=C(c1ccc(N2CCCCCC2)c([N+](=O)[O-])c1)N1CCc2ccccc21	18%	-6%	15	-9	4.0	1026	·	2%	·	·	0.6%	i	10
Cc1ccc(S(=O)(=O)N(C)/N=C/c2ccc(N(C)C)cc2)cc1	4.2%	0%	·	·	·	·	11%	25%	i	1.0	-1.0%	i	20
CN(C)S(=O)(=O)c1ccc(NC(=O)CN2CCOCC2)cc1	-0.5%	·	·	·	-1.3	1375	14%	20%	i	0.5	0.0%	i	21
CCOC(=O)C(C)Sc1ncc(OC)c(Sc2ccc(Cl)cc2)n1 (centres undefined)	0.1%	-2%	25	-3	·	·	5%	3%	i	1.1	0.9%	i	22
O=C(/C=C/c1ccc2c(c1)OCO2)Nc1nc(-c2ccc(F)cc2F)cs1	4.8%	-18%	18	20	0.3	539	·	15%	·	·	-0.9%	i	14
CCCN(c1ccc(C)cc1)c1nc(=O)c2cccnc2s1	0.5%	0%	·	·	0.0	1257	·	4%	i	0.3	-0.8%	i	62
CN(Cc1ccccc1)C(=O)c1ncn(Cc2ccccc2)c1C(=O)N(C)Cc1ccccc1	1.0%	·	·	·	·	·	8%	·	i	1.0	·	i	38
Cc1snc(S(=O)(=O)/C(C#N)=N\Nc2ccccc2)c1C#N	·	30%	6	11	-0.9	1201	1%	-16%	i	1.0	-0.2%	i	14
CC(=O)N1CCSc2ccc(S(=O)(=O)NCc3ccc(F)cc3)cc21	17%	-6%	·	·	·	·	4%	·	i	0.6	-0.7%	i	23
Cc1ccc(C(=O)N/N=C\c2ccc([N+](=O)[O-])s2)cn1	6.2%	-5%	-4	-8	-1.6	934	1%	21%	i	1.0	-1.9%	i	45
CCCCOC(=O)C1=C(C)Nc2ncnn2C1c1cccc(OC)c1 (centres undefined)	11%	-6%	-15	-10	1.0	779	12%	7%	i	1.0	-0.9%	i	36
O=C(NC12CC3CC(CC(C3)C1)C2)N1CCN(C(=O)C2CCCO2)CC1 (centres undefined)	-0.1%	-4%	-5	0	-1.2	1076	9%	3%	i	4.8	0.7%	i	40
COC(=O)CC1C(=O)NCCN1C(=O)Nc1ccccc1 (centres undefined)	4.0%	9%	1	-24	0.7	1111	5%	15%	i	1.2	-0.1%	i	20
CN1C(=C2C(=O)OC(C)(C)OC2=O)Sc2ccccc21	0.1%	-6%	0	9	-1.4	1350	1%	12%	i	6.6	1.2%	i	68
CC(C)n1c(SCC(N)=O)nc2c1c(=O)n(C)c(=O)n2C	1.2%	1%	7	18	-6.0	993	-2%	4%	i	4.4	0.9%	i	19
COc1ccc(NCC(=O)N/N=C/C2CCCCC2)cc1	0.4%	-10%	·	·	-1.3	1333	-8%	23%	i	0.4	0.5%	i	32
COc1ccc(C(C)=O)c2c(O)cccc12	3.1%	30%	11	5	2.2	1322	10%	8%	i	1.4	0.8%	i	29
O=C(CCC(=O)NC1CCCCC1)Nc1cccnc1	0.3%	4%	·	·	·	·	11%	4%	i	0.2	-0.5%	i	49
O=C(C(=C1NCCN1)n1cncn1)c1ccccc1	1.4%	3%	13	0	·	·	8%	12%	i	1.2	0.1%	i	51
CC(C)OCCCN(C)C1CCN(S(=O)(=O)c2csc(C(N)=O)c2)CC1	-0.3%	-4%	·	·	·	·	-6%	7%	i	1.3	0.3%	i	18
COc1ccc2ccccc2c1/C=N/N1C(=O)CSC1=S	3.5%	6%	-1	-9	-0.6	1001	13%	13%	i	0.7	-0.2%	i	47
CC(=O)NC12CC3CC(C1)CC(C(=O)NCC(=O)Nc1c(C)cc(C)cc1C)(C3)C2	-0.4%	·	·	·	·	·	2%	·	i	0.9	·	i	74
CSCC[C@H](NC(=O)COc1ccc(Cl)cc1)C(=O)N1CCC2(CC1)NCCc1[nH]cnc12	-1.7%	-7%	·	·	·	·	2%	7%	i	2.8	0.0%	i	33
O=C(NC(=S)NC(CO)c1ccccc1)c1ccc(F)cc1 (centres undefined)	1.5%	·	·	·	·	·	0%	24%	i	0.4	0.1%	i	39
Cc1ccc(/C=C/C(=O)c2c(C)cc(C)[nH]c2=O)cc1	27%	0%	23	-6	18	927	5%	10%	i	10	?	i	23
Cc1onc(-c2c(Cl)cccc2Cl)c1C(=O)N1CCOCC1	1.5%	2%	·	·	·	·	-2%	2%	i	1.0	-0.5%	i	9
COc1cc(O)c(C(CC(=O)N2CCN(c3ccccc3)CC2)c2cc(OC)c(OC)c(OC)c2)c(OC)c1 (centres undefined)	0.7%	-3%	·	·	-1.5	1176	10%	13%	i	2.7	0.5%	i	32
Cc1ccc(NC(=O)c2ccc(CSc3nccc(C)n3)cc2)cc1	4.3%	-8%	-24	-2	0.8	1398	11%	9%	i	0.1	0.8%	i	41
CCOC(=O)c1c(NC(=O)CN2CCCCC2)sc(CN(C)C)c1-c1ccccc1	-2.8%	4%	28	7	-1.7	1081	2%	12%	i	0.0	-0.6%	i	55
CCCc1nc2ccccc2c(C(=O)OCC(=O)Nc2c(C)n(C)n(-c3ccccc3)c2=O)c1CC	2.3%	11%	-6	-6	0.9	1017	7%	-1%	i	0.3	-0.3%	i	15
O=c1c(O)c(-c2ccc(O)cc2)oc2cc(O)cc(O)c12	·	-16%	·	·	·	·	44µM*	3%	i	5.1	-0.1%	i	53
CCOc1ccc(CCNc2nc3ccccc3n3c(C)nnc23)cc1OCC	-0.3%	-1%	·	·	·	·	11%	3%	i	0.5	-0.7%	i	14
Fc1cc(Cl)c(OCc2noc(-c3ccsc3)n2)c(Cl)c1	3.7%	5%	·	·	-0.6	1003	14%	2%	i	0.4	0.3%	i	48
COc1ccc(/C(C)=N/N=C(\C)c2ccc(OC)cc2OC)c(OC)c1	2.9%	-4%	5	3	-4.4	569	10%	23%	i	0.5	0.1%	i	18
COC(=O)C(Cc1ccccc1)NC(=O)c1cc(=O)[nH]c2ccccc12 (centres undefined)	-1.5%	-5%	1	12	1.3	1024	4%	8%	i	0.5	-0.1%	i	48

Entries of single compounds, looked up by structure.
Record of `CC(C)OCCCN(C)C1CCN(S(=O)(=O)c2csc(C(N)=O)c2)CC1` → RSV antiviral HEp-2 = -0.3%; PhoP inhibition = -4%; WT yeast gro inh = ·; WT yeast gro inh mutant strain = ·; b-catenin transl = ·; b-catenin transl cell count 5 µM = ·; MgcRacGAP inhibition = -6%; SV40 large T antigen = 7%; Myeloid diff MLP = i; Myeloid diff MLP GFP+ MAC1+ % = 1.3; West Nile virus CPE = 0.3%; T cell HTS = i; T cell HTS vesicle-bound % = 18
Record of `COc1cc(O)c(C(CC(=O)N2CCN(c3ccccc3)CC2)c2cc(OC)c(OC)c(OC)c2)c(OC)c1` (centres undefined) → RSV antiviral HEp-2 = 0.7%; PhoP inhibition = -3%; WT yeast gro inh = ·; WT yeast gro inh mutant strain = ·; b-catenin transl = -1.5; b-catenin transl cell count 5 µM = 1176; MgcRacGAP inhibition = 10%; SV40 large T antigen = 13%; Myeloid diff MLP = i; Myeloid diff MLP GFP+ MAC1+ % = 2.7; West Nile virus CPE = 0.5%; T cell HTS = i; T cell HTS vesicle-bound % = 32

Filtered by structure: the compounds so far with an NH in an aromatic ring
SMILES	RSV antiviral HEp-2	PhoP inhibition	WT yeast gro inh	WT yeast gro inh mutant strain	b-catenin transl	b-catenin transl cell count 5 µM	MgcRacGAP inhibition	SV40 large T antigen	Myeloid diff MLP	Myeloid diff MLP GFP+ MAC1+ %	West Nile virus CPE	T cell HTS	T cell HTS vesicle-bound %
CSCC[C@H](NC(=O)COc1ccc(Cl)cc1)C(=O)N1CCC2(CC1)NCCc1[nH]cnc12	-1.7%	-7%	·	·	·	·	2%	7%	i	2.8	0.0%	i	33
Cc1ccc(/C=C/C(=O)c2c(C)cc(C)[nH]c2=O)cc1	27%	0%	23	-6	18	927	5%	10%	i	10	?	i	23
COC(=O)C(Cc1ccccc1)NC(=O)c1cc(=O)[nH]c2ccccc12 (centres undefined)	-1.5%	-5%	1	12	1.3	1024	4%	8%	i	0.5	-0.1%	i	48

Source: PubChem (several laboratories)
